Compound activity: PubChem, National Center for Advancing Translational Sciences (NCATS)
LMNA splice mod = changes lamin A minigene splicing in HeLa cells; HeLa LMNA splicing GFP/RFP minigene ratio, 48 h; Potency, µM (top dose mostly 46.1 µM), for the others: at the top dose ratio change, negative = inhibition, actives largely listed as inhibitors; 0.01% of 200,000 active; AID 1487; active = well fitted inhibition curve with a large enough effect in the signal ratio, with a control signal flat, not every such curve was filed as active; inconclusive = small, poorly fitted or top-dose-only effect, or effect the other way, or a change in a side signal; the % refers to the signal ratio; also: potency is read from the fitted curve at half-maximal effect; % is scaled to controls: 0 for no effect and ±100 for the full control effect
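S3 HeLa stable clones carrying a lamin A-EGFP splicing minigene plus DsRed2 were seeded at 600 cells/well in Opti-MEM with 2% FBS, pin-dosed and incubated 48 h at 37°C. Acumen cytometry (488 nm) gave the GFP/RFP total-intensity ratio.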
CBFb-RUNX1 inh = CBF-beta/RUNX1 interaction disruption. AlphaScreen CBFb-His/RUNX1-biotin binding, biochemical. Potency, µM (top dose mostly 59.8 µM), without a hit: at the highest dose activity, negative = inhibition, hits mostly inhibitors. 230,000 tested, under 10 active. AID 1477; also: % of control where 0% means no effect
Target sequence (Q01196 whole entry, looked up): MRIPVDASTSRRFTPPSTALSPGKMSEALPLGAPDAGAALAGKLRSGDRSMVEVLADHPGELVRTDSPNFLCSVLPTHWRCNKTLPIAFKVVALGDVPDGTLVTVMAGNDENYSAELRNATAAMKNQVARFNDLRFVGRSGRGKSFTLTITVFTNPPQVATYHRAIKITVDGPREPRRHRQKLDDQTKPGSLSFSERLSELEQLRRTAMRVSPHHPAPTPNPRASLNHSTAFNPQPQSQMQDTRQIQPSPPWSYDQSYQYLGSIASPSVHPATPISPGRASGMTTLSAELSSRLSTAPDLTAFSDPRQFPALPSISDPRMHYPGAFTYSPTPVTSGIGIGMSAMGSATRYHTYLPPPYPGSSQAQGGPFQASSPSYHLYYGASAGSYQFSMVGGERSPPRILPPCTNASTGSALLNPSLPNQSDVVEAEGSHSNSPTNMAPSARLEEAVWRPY
Target sequence (Q13951 whole entry, looked up): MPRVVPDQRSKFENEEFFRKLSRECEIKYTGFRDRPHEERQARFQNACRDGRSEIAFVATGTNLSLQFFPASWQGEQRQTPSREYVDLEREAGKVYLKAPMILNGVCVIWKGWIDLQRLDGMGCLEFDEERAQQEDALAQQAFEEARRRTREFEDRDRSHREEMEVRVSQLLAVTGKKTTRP
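CBFb-His/RUNX1-biotin, 30 nM each, preincubated 20 min RT; compound 15 min RT; Ni + streptavidin beads 50 ng each, 90 min RT; AlphaScreen read.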
HTT cytoprotect = protects HTT-Q103 PC12 cells, measured by ATP. AID 1471. PC12 HTT-Q103 induced, cytoprotection, ATP luminescence, 40 h. Potency, µM (series often up to 56.4 µM), for inactives: cytoprotection (ATP increase), actives largely listed as activators. 0.14% of 230,000 active;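 also: potency is read from the fitted curve at half-maximal effect; % of control where 0% means no effect; nearly all actives have a fitted effect of over 45% in size; toxic huntingtin expression switched on by the ecdysone agonist tebufenozide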
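PC12 cells stably carrying ecdysone-inducible Htt exon 1 (Q103)–GFP were induced with 100 nM tebufenozide (final) alongside library compounds in a dose series. Cytoprotection was scored as retained ATP by ATPlite luminescence.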
GAA inh = blocks human lysosomal alpha-glucosidase. AID 1466. Potency, µM (titrated, usually from 76.9 µM), without a hit: at the highest dose activity change, negative = inhibition, actives largely listed as inhibitors. purified human GAA, 4-MU-alpha-glucoside fluorescence. 0.005% of 200,000 active. P10253;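 also: potency is read from the fitted curve at half-maximal effect; plate controls were uninhibited enzyme wells for no effect and no-enzyme background for full effect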
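Read-out is 4-methylumbelliferone fluorescence (Ex 365/Em 440 nm) after NaOH/glycine stop at pH 10. Enzyme 4 nM, substrate 400 uM, pH 5.0 citrate buffer, 20 min room temperature; AC50 from Hill-equation concentration-response.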
GAA glycogen = GAA glycogen-cleavage inhibition or activation. P10253. recombinant GAA, glycogen substrate, Amplex Red glucose oxidase fluorescence. Potency, µM (titrated, usually from 76.4 µM), inactives show at the top dose activity change, negative = inhibition, usual class: inhibitors. 0.38% of 300,000 active. AID 2100;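 also: potency is read from the fitted curve at half-maximal effect; 0% = full enzyme reaction and -100% = no-enzyme basal signal; the screen sought inhibitors and activators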
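Natural-substrate format: glycogen cleavage by 4 nM human enzyme, glucose read by Amplex Red coupling (Ex 573, Em 610 nm). Normalized to enzyme and no-enzyme controls.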
aGlu spleen mod = inhibits or activates alpha-glucosidase in human spleen homogenate; P10253; human spleen homogenate, 4-MU-alpha-glucoside fluorescence; Potency, µM (titrated, usually from 79.9 µM), inactives show top-dose activity change, negative = inhibition, usual class: inhibitors; 0.006% of 240,000 active; AID 2112;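 also: potency is read from the fitted curve at half-maximal effect; 0% = enzyme with vehicle and -100% = no enzyme basal signal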
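Human spleen homogenate (1 ug) with 4-methylumbelliferyl-alpha-D-glucopyranoside (1 mM final) in 50 mM citrate/phosphate pH 5.0, 0.01% Tween-20; 40 min at 37 C. Stopped at pH 10; 4-MU fluorescence Ex 365/Em 440 nm; AC50 by Hill fit.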
HttQ103 aggreg = reduces HttQ103-GFP aggregates in PC12 cells; PC12 HttQ103-GFP aggregates, Acumen cytometry, 40 h; Potency, µM (series often up to 46.1 µM), inactives show at the highest dose activity change, negative = inhibition, hits mostly inhibitors; 1.1% of 220,000 active; also: potency is read from the fitted curve at half-maximal effect; % is scaled to controls: 0 for no effect and ±100 for the full control effect; nearly all actives have a fitted effect of over 60% in size
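PC12/HTTQ103-GFP, ecdysone-inducible; teb 100 nM; cpd qHTS titration; GFP aggregates read on laser cytometer, Ex 488/Em 500-530 nm.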
The depositor's hits bear a star; ? = inconclusive; nt = not tested or not shown; [ ] = dose if it differs, or a comment. Unless noted, calls follow the shape of the dose curve; as a rule, active = well fitted curve in the direction sought with a large enough effect; inconclusive = small, poorly fitted or top-dose-only effect, or another doubt; inactive = no such curve, though single readings can be large; an effect the other way counts as inactive or inconclusive. Compounds as they come. About 1.5% of those tested had a hit in this group.

Start of the listing, in advance (two entries):
Second line of a record – LMNA splice mod	CBFb-RUNX1 inh	HTT cytoprotect	GAA inh	GAA glycogen	aGlu spleen mod	HttQ103 aggreg
- Cn1c(NC(=O)C[n+]2cc(-c3ccc(F)cc3)n3c2CCC3)cc(=O)n(C)c1=O
→ ?	0%	5%[10 µM]	3%	5%	4%	26%
- COc1ccc(C(=O)NCc2cccnc2)cc1Br
→ 28%	6%	4%	-7%	3%	3%	4%

All compounds of this part, from the first entry:
Second line of a record – LMNA splice mod	CBFb-RUNX1 inh	HTT cytoprotect	GAA inh	GAA glycogen	aGlu spleen mod	HttQ103 aggreg
- Cn1c(NC(=O)C[n+]2cc(-c3ccc(F)cc3)n3c2CCC3)cc(=O)n(C)c1=O
→ ?	0%	5%[10 µM]	3%	5%	4%	26%
- COc1ccc(C(=O)NCc2cccnc2)cc1Br
→ 28%	6%	4%	-7%	3%	3%	4%
- Cc1cc(NC(=O)C2CC(c3ccc(F)cc3)=NO2)no1 (stereo not drawn)
→ 3%	1%	3%	-9%	-18%	1%	-9%
- Cc1nn(-c2cc(N3CCOCC3)ccc2[N+](=O)[O-])c(=O)c2ccccc12
→ -2%	-12%	3%	-15%	4%	-16%	2%[9.22 µM]
- Cc1cccc(C)c1OCC(=O)N(Cc1ccc(N(C)C)cc1)C1CCS(=O)(=O)C1 (stereo not drawn)
→ nt	-2%	6%[10 µM]	nt	-17%	3%	-9%[9.22 µM]
- COc1ccc(C(=O)OCC(=O)c2c(N)n(C)c(=O)n(C)c2=O)cc1OC
→ nt	-4%	-11%	-4%	4%	-3%	0%
- COc1ccc(CCNc2oc(COc3ccccc3F)nc2C#N)cc1
→ -10%	0%	-2%[10 µM]	-3%	-12%	5%	-13%
- O=C(NC(c1ccccc1)c1ccccc1)C1(c2cccs2)CCOCC1
→ -18%	8%	18%[10 µM]	9%	-5%	8%	26%
- Cc1sc2nc(SC3CCOC3=O)n(Cc3ccccc3)c(=O)c2c1C (stereo not drawn)
→ 1%[46 µM]	-13%	1%[10 µM]	-22%	-22%	-5%	18%
- COC(=O)[C@@]1(Cc2ccc(F)cc2)[C@H]2c3cc(C(=O)N4CCCC4)n(CCCNc4ncc(C(F)(F)F)cc4Cl)c3C[C@H]2CN1C(=O)c1ccccc1
→ nt	6%	22%	nt	-1%[76.3 µM]	0%	nt
- CCC(C)(C)NC(=O)CN(CCc1cccc(C)c1)C(=O)c1csnn1
→ -10%[46 µM]	6%	1%[10 µM]	?	16%	4%	-19%[9.22 µM]
- Cc1ccc2oc(=O)c3cnn(CC(=O)N(CCC(C)C)Cc4ccco4)c3c2c1
→ 0%	2%	-38%	-9%	?	14%	-11%
- CC(=O)c1cccc(S(=O)(=O)NC2CC2)c1
→ ?	-1%	9%[10 µM]	0%	7%	-10%	-2%
- CC(C)(C)C(=O)COC(=O)c1ccc(N)c([N+](=O)[O-])c1
→ nt	-8%	-7%	-10%	-5%	nt	-11%
- Cn1c(SCC(=O)NCc2ccc3c(c2)OCO3)nnc1-c1cc2ccccc2cc1O
→ -4%	-1%	-16%[10 µM]	-6%	-28%	-11%	0%
- O=C(CNC(=O)c1ccccc1)OCc1nnc(-c2ccc(Cl)cc2)o1
→ nt	20%	?	-6%	5%	-18%	-7%
- C=CCn1c(SCC(=O)NC(=O)c2cccn2C)nc2ccccc2c1=O
→ nt	-14%	2%	-6%	3%	0%	7%
- CC(CN1CCCCCC1)C(=O)NN (stereo not drawn)
→ 4%[46 µM]	1%	-34%[inhibitor]	-2%	6%	0%	2%
- CCCOC(=O)c1ccc(NC(=O)C(=O)NCCN(CC)CC)cc1
→ nt	-3%	nt	14%	3%	-1%	nt
- N#CC1=C(SCc2ccccc2)NC(=O)CC1c1cccc(O)c1 (stereo not drawn)
→ ?	1%	-18%	-1%	0%	-6%	-27%
- C=CCNC(=O)CN1C2CCCC1CC(NC(=O)c1ccccc1C)C2 (stereo not drawn)
→ -2%	0%	-18%[10 µM]	0%	3%	-7%	1%
- COc1ccc(C/C(C)=N/NC(=S)Nc2ccccc2F)cc1
→ nt	-5%	-34%[10 µM]	9%	-9%	-3%	7%
- O=Cc1cn(-c2ccccc2)nc1-c1cc2cc(O)ccc2oc1=O
→ -1%	-28%	7%	?	1%	21%	-12%
- CCC(C)[C@H](NC(=O)NCc1ccc(Cl)cc1)C(=O)OC (stereo partly drawn)
→ 7%	7%	4%	-2%	-8%	0%	12%
- Cc1ccccc1CNC1CCCCC1
→ 4%	4%	nt	1%	3%	4%	18%
- COc1ccc(C(=O)N2CCc3cc(OC)c(OC)cc3C2)cc1OC
→ -9%	-2%	-21%	-7%	-13%	-2%	0%
- CCSc1cc(N2CCCC2)nc(-c2ccccc2)n1
→ 3%	5%	6%	0%	-2%	2%	?
- c1ccc(-c2noc(CN3CCN(c4cnccn4)CC3)n2)cc1
→ nt	1%	8%[10 µM]	nt	-8%	2%	4%[9.22 µM]
- Cn1cc(Cl)c(-c2n[nH]c(=S)n2C2CCCCC2)n1
→ nt	-1%	-17%	-2%	?	-9%	-10%
- Cn1c(SCC(=O)NCc2ccco2)nnc1-c1cccs1
→ 5%	7%	1%	-6%	0%	-1%	-3%

Two entries from above, as comma-separated lines:
smiles,LMNA splice mod,CBFb-RUNX1 inh,HTT cytoprotect,GAA inh,GAA glycogen,aGlu spleen mod,HttQ103 aggreg
C=CCNC(=O)CN1C2CCCC1CC(NC(=O)c1ccccc1C)C2 (stereo not drawn),-2%,0%,-18%[10 µM],0%,3%,-7%,1%
COc1ccc(C/C(C)=N/NC(=S)Nc2ccccc2F)cc1,nt,-5%,-34%[10 µM],9%,-9%,-3%,7%

Next section:
Second line of a record – LMNA splice mod	CBFb-RUNX1 inh	HTT cytoprotect	GAA inh	GAA glycogen	aGlu spleen mod	HttQ103 aggreg
- NNC(=O)C12CC3CC(C1)CC(n1ncnn1)(C3)C2
→ -8%	9%	nt	-3%	-2%	0%	-20%
- COc1cc(OC)c(CN2CCN(c3ccc(F)cc3)CC2)cc1Br
→ -13%	-7%	5%[10 µM]	-4%	-17%	6%	-5%
- Cc1cc(OC(=O)c2c(Cl)cc(Cl)cc2Cl)nc(C)n1
→ ?	6%	-23%	-7%	-11%	0%	10%
- O=C(Nc1ccc(F)cc1)c1cccnc1N1CCCCC1
→ 4%	?	-49%[inhibitor][10 µM]	7%	-4%	-4%	-13%
- Cc1ccc(-c2cc(C(=O)Nc3ccccn3)c3ccccc3n2)o1
→ nt	?	nt	-1%	-16%	7%	?
- Cc1nc(-c2coc3c(CN(C)C)c(O)ccc3c2=O)cs1
→ ?	-3%	-19%[10 µM]	7%	1%	3%	5%
- COc1ccc(NCc2ccc([N+](=O)[O-])s2)cc1
→ -3%	-29%	-11%[10 µM]	0%	?	1%	?
- COc1cc(CCC(=O)OCC(=O)NC(=O)c2ccc(Cl)cc2)cc(OC)c1OC
→ 2%[9.22 µM]	8%	-19%	5%	13%	0%	14%
- CCc1ccc(NC(=S)NC(=O)c2c(-c3ccccc3Cl)noc2C)cc1
→ nt	21%	13%[10 µM]	nt	-6%	9%	-19%[9.22 µM]
- Cc1ccc(NC(=O)CCCSc2nc3ccccc3[nH]2)cc1
→ ?	3%	24%[10 µM]	?	2%	-4%	4%
- O=[N+]([O-])c1ccc(N/N=C/c2sc(N3CCOCC3)nc2-c2ccccc2)c(S(=O)(=O)Nc2ccccc2Cl)c1
→ nt	0%	-29%	?	20%	-2%	?
- Cc1cc(NC(=O)CCC2CCCCC2)no1
→ 6%	2%	28%[10 µM]	-3%	6%	-1%	1%
- CCOc1ccc(NC(=O)c2ccc(Br)o2)c([N+](=O)[O-])c1
→ 20%	-6%	7%	?	7%	0%	12%
- CCOc1ccc(N2C(=O)CC(Sc3nc(CC(C)C)ccc3C#N)C2=O)cc1 (stereo not drawn)
→ 1%[46 µM]	0%	-11%[10 µM]	?	-2%	3%	17%[9.22 µM]
- CCCC1NC(=O)NC(C)=C1C(=O)OCC (stereo not drawn)
→ -2%	5%	-1%	0%	10%	-4%	18%
- CCCOc1ccc(/C(O)=C2/C(=O)C(=O)N(CCCn3ccnc3)C2c2cccnc2)cc1 (stereo not drawn)
→ nt	2%	7%[10 µM]	nt	-3%	0%	18%[9.22 µM]
- CCCCNC(=O)Cn1c(-c2ccc(OC)cc2)noc1=O
→ -7%	2%	-14%	-1%	14%	-1%	-13%
- COc1ccc(NC2=Nc3cccc4cccc2c34)cc1OC
→ 6%	-26%	-25%	3%	-1%	-6%	-32%
- CCOC(=O)C(NC(=O)CC)(Nc1ccccc1)C(F)(F)F (stereo not drawn)
→ -1%	3%	nt	-8%	1%	1%	-10%
- CCn1c2ccccc2c2nnc(SCC(=O)NCc3cccs3)nc21
→ 18%	7%	-23%[10 µM]	-6%	2%	-9%	12%
- O=S(=O)(Nc1ncnc2sc3c(c12)CCC3)c1cc(F)ccc1F
→ ?	10%	18%[10 µM]	0%	6%	-1%	7%[9.22 µM]
- COc1cccc(NS(=O)(=O)c2cn(C)c(=O)n(C)c2=O)c1
→ -7%	1%	4%[10 µM]	?	4%	8%	-16%
- CCCCOC(=O)Nc1ccc(N(C)C)cc1
→ 12%	3%	0%[10 µM]	-2%	6%	-2%	21%
- Cc1cc(C)c(C(=O)Nc2ccc(Br)c(C(F)(F)F)c2)c(C)c1
→ ?	25%	nt	-1%	-7%	-2%	20µM*
- O=C(NCCCn1ccnc1)Nc1ccc(Cl)c(Cl)c1
→ -10%	-19%	-29%	-6%	2%	-2%	-5%
- Cc1cc(C)c(NC(=O)CS(=O)CC(=O)NCCCc2ccccc2)c(C)c1 (stereo not drawn)
→ -5%	1%	6%	5%	3%	-11%	10%
- Cn1nccc1CNC(=O)c1c(Cl)cnn1C
→ -1%	-2%	27%[10 µM]	-9%	4%	-6%	-3%
- COc1ccc(-c2cc(-c3n[nH]c(=S)n3-c3cccc4ccccc34)[nH]n2)cc1
→ 5%[9.22 µM]	-19%	12%[10 µM]	4%	?	-8%	17%[9.22 µM]
- COc1ccc2c(c1)c1c(n2C(C)=O)C(OC(C)=O)=NCC1
→ -6%	2%	-7%[10 µM]	0%	4%	1%	-4%
- CCCc1nc2ccc(NC(C)=O)cc2c(=O)n1Cc1ccc(Cl)cc1
→ nt	2%	-11%	?	-10%	0%	3%
- O=C(Nc1cccc(NC(=O)c2ccco2)c1)c1ccc2c(c1)OCCO2
→ -6%[46 µM]	-4%	-17%[10 µM]	nt	2%	0%	22%[9.22 µM]
